Source: PubChem (several laboratories)
Yeast lifespan up = extends the lifespan of yeast | S. cerevisiae growth with nicotinamide, OD615; deaD strain in restrictive glucose medium | inhibition of the nicotinamide effect, % at 10 µM | actives 0.68% (n = 130,000);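 active means inhibition above a set limit, placed 3 SD over the median of all compounds, cut at about 26% in these data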;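 further: 0% = nicotinamide-treated wells and 100% = cells grown without nicotinamide; some compounds called inactive have numbers as strong as hits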
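Assay system: engineered S. cerevisiae DeaD replicative-lifespan strain, galactose-grown log-phase cells; medium: restrictive CSMM-D dextrose medium; also added: nicotinamide, 1.5 mM, co-present with compound; schedule: 48 h compound exposure at 30 °C, humidified; detection: absorbance at 615 nm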
GALR2 blocker = blocks the human galanin receptor 2; O43603; GALR2-expressing cells, antagonist mode; inhibition, % at 4 µM; actives 0.39% (n = 140,000); in the data active means inhibition above about 27%;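 further: cells stimulated with galanin 1-16 at roughly its EC80; 0% = agonist challenge control and 100% = basal control without agonist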
Target sequence (O43603 whole entry, looked up): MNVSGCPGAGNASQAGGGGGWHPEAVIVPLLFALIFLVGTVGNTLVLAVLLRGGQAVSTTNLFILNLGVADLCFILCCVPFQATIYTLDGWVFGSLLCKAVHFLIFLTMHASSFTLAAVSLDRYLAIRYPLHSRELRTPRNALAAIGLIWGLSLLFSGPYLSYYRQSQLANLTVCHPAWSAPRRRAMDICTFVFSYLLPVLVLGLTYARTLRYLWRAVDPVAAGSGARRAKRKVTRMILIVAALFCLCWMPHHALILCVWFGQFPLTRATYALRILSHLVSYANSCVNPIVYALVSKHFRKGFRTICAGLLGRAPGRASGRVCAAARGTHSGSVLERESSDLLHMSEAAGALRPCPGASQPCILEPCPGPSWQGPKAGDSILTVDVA
Yeast growth inh = yeast BB579 growth reduction in restrictive medium; actives 0.51% (n = 140,000); S. cerevisiae BB579 growth, OD615, 48 h; inhibition, % at 10 µM; AID 804;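 active means inhibition above a set limit, 3 SD over the mean compound inhibition, cut at about 44% in these data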; further: inactives centre near -24
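System: Saccharomyces cerevisiae DeaD strain BB579, replicative lifespan model yeast | Buffer or medium: Restrictive glucose-based CSMM-D medium | Times: 4 h preincubation and 48 h exposure at 30 °C | Detection: OD615 turbidity measurement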
Phagocytosis inh = macrophage phagocytosis inhibition. J774A.1 macrophage IgG-bead phagocytosis, imaging. actives 0.07% (n = 110,000). inhibition, % at 5 µM;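 active means inhibition above the mean of the plate negative controls plus 5 SD, cut at about 13% in these data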;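 further: phagocytic index as fraction of beads internalized from green versus red external bead signal; plate controls were DMSO negative control for no effect and cytochalasin-D positive control for full effect; some results beyond the cut were filed as inactive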
E-sel TNF inh = TNF alpha driven E-selectin expression inhibition. HUVEC TNFa-induced E-selectin immunofluorescence, high content. inhibition, % at 2 µM. actives 0.71% (n = 120,000);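 active means inhibition above the batch mean plus 3 SD, and confirmed as a hit on visual image review, cut at about 43% in these data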;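 further: 0% = TNF-stimulated DMSO wells and 100% = unstimulated control wells; not every result past the cut was called active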
HCT116 bCat-KO = beta-catenin-lacking colon tumor cell growth suppression. HCT116 beta-catenin knockout viability, CellTiter-Glo, 60 h; stronger effect = lower value. viability, % at 10 µM. actives 1.5% (n = 140,000);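 active means viability at or under a set limit, the compound median less 4 SD, cut at about 6% in these data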;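 further: 0% = Hyamine 1622 control at 20 µM and 100% = untreated cell control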
NPY Y2 blocker = antagonists of human neuropeptide Y receptor Y2; P49146; actives 0.99% (n = 140,000); NPY-Y2 expressing cells, antagonist mode; inhibition, % at 2.7 µM; AID 793; in the data active means inhibition above about 17%;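 further: 0% = vehicle with agonist challenge and 100% = reference antagonist with challenge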
Target sequence (P49146 whole entry, looked up): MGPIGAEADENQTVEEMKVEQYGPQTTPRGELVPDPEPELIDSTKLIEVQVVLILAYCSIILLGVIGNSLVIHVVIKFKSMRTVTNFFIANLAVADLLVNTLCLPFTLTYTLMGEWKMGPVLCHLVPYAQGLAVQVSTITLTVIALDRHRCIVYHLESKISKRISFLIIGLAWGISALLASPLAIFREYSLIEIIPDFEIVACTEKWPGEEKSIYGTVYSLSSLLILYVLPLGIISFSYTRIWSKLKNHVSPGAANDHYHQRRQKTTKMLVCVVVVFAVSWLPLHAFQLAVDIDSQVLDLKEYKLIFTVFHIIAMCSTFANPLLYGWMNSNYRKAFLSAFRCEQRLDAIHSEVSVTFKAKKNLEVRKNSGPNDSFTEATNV
Measles CPE = protection of cells from measles virus; actives 1.5% (n = 140,000); Measles virus-infected cells, CPE protection, absorbance; protection (pct of control), % at 4 µM; in the data active means protection mostly above about 24%, no sharp cut-off; inactive means mostly below about 26%; further: some compounds called inactive have numbers as strong as hits
HCT116 PTEN-null = PTEN-deleted cell growth suppression | HCT116 PTEN-null viability, CellTiter-Glo, 60 h; stronger effect = lower value | viability, % at 10 µM | actives 1.2% (n = 140,000);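 active means viability at or below a set limit, 4 SD under the median of all tested compounds, cut at about 3.7% in these data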;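 further: PTEN knockout HCT116 line with beta catenin targeted HCT116 as companion control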
MRP-1 activ = activators of MRP-1. H69AR cells + doxorubicin, viability rescue, CellTiter-Glo. viability increase, % at 10 µM. actives 0.61% (n = 140,000);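 active means viability gain under doxorubicin at or above a set limit, the compound median plus 3 SD, cut at about 4.7% in these data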;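 further: MRP-1 overexpressing cells given doxorubicin 25 µM after compound pretreatment; 18-22 h compound pretreatment then 72 h with doxorubicin before readout; 0% = doxorubicin-only wells and 100% = vehicle-treated cells without doxorubicin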
The depositor's hits bear a star; . = not tested or not shown.

| Compound | Yeast lifespan up | Yeast growth inh | Phagocytosis inh | HCT116 bCat-KO | HCT116 PTEN-null | GALR2 blocker | NPY Y2 blocker | MRP-1 activ | E-sel TNF inh | Measles CPE |
| --- | --- | --- | --- | --- | --- | --- | --- | --- | --- | --- |
| Cc1ccc(C(=O)N/N=C/c2ccc(S(=O)(=O)O)o2)c(Cl)c1 | -16 | -54 | 4 | 102 | 103 | 10 | 3 | -0.4 | 3 | 6 |
| CCOC(=O)C(C)n1cnc2sc3c(c2c1=O)CCC3 (centres undefined) | -14 | -27 | -1 | 84 | 80 | -1 | 3 | -3.1 | -29 | 4 |
| O=C(Nc1ccccc1)N1CCCC(c2nc(-c3cccs3)no2)C1 (centres undefined) | -26 | -43 | 0 | 98 | 86 | 16 | 6 | -2.1 | -5 | 19 |
| O=C(Nc1ccc2c(c1)OCO2)c1noc2c1CCCCC2 | -8 | -13 | 0 | 91 | 79 | 10 | 4 | -1.6 | 9 | 7 |
| CCOc1ccc(OCC)c(NC(=O)CCCN2C(=O)c3cccnc3C2=O)c1 | -23 | -14 | -1 | 103 | 100 | -11 | 1 | -2.0 | 23 | 15 |
| CS(=O)(=O)N(Cc1ccccc1)c1ccc(C(=O)NCCSCc2ccco2)cc1 | . | -21 | . | 81 | 82 | 5 | 6 | -1.1 | 4 | 2 |
| CCCn1c(SC2C(=O)CC(C)(C)CC2=O)nc2c1c(=O)n(C)c(=O)n2C | -5 | -12 | 0 | 93 | 92 | 3 | 1 | -1.1 | 0 | 13 |
| Cc1c(N/C=C/C(=O)c2ccc(Cl)cc2)c(=O)n(-c2ccccc2)n1C | 10 | -37 | -1 | 104 | 87 | 9 | 4 | 0.1 | 17 | 3 |
| CC(C)OP(=O)(OC(C)C)C1(O)C(=O)Nc2ccccc21 (centres undefined) | -3 | -71 | . | 107 | 96 | -2 | -1 | -1.5 | . | 8 |
| CN1CCN(c2ccc(NC(=O)c3ccc4c(c3)[nH]c(=O)n4Cc3ccc(F)cc3)cc2)CC1 | -2 | -31 | -5 | 55 | 67 | 2 | -1 | -5.1 | . | 24 |
| CC(=O)OC[C@H]1O[C@H](C/C=N/O[C@@H](C)c2cn([C@H](CO)Cc3ccccc3)nn2)C=C[C@@H]1OC(C)=O | 3 | -8 | . | 96 | 101 | 7 | 0 | -1.9 | . | 2 |
| COc1ccc(/C=C/c2nc(C)c(-c3ccccc3)c(=O)[nH]2)cc1OC | 2 | 3 | -11 | 85 | 86 | -3 | 1 | -2.5 | -6 | 10 |
| CCN1CCN(Cc2ccc(OCc3ccccc3)c(OC)c2)CC1 | -15 | -19 | . | 101 | 95 | 8 | 4 | -0.7 | -1 | 24 |
| Cc1nn(C)c(C(=O)Nc2cccc(CN3CCOCC3)c2)c1Br | 1 | -18 | -1 | 98 | 98 | 12 | 1 | -0.4 | . | 14 |
| CCOC(=O)N1CCN(C(c2cccc(OC)c2)c2sc3nc(C)nn3c2O)CC1 (centres undefined) | -13 | 2 | -2 | 101 | 92 | 0 | 4 | -1.7 | 9 | 4 |
| O=C(/C=C/c1ccco1)NC(=S)Nc1ccccc1N1CCOCC1 | -4 | -41 | -7 | 53 | 56 | 13 | 4 | -5.0 | 6 | 16 |
| COc1ccc(NS(=O)(=O)c2cc(NC(=O)CCSc3ccccc3)ccc2OC)cc1 | -4 | -25 | -14 | 88 | 79 | 1 | 2 | 4.3 | . | 9 |
| COc1cccc(-c2nn(C)c3sc(C(=O)Nc4ccc5c(c4)OCCO5)cc23)c1 | -5 | -20 | -1 | 53 | 39 | -4 | 2 | -3.7 | -1 | 19 |
| COC(=O)C(OC(=O)c1ccc(OC)cc1)C(=O)OC | . | -12 | . | 92 | 99 | 0 | 1 | -2.4 | 19 | 18 |
| COc1cc2c(cc1NC(=O)CSc1nnc(Cc3cccs3)n1C)oc1ccccc12 | -12 | -79 | -1 | 87 | 95 | 7 | 2 | -1.6 | -30 | 9 |
| Cc1noc(C)c1CN1C(=O)NC(Cc2ccccc2)(Cc2ccccc2)C1=O | -3 | -38 | -1 | 94 | 83 | 1 | -2 | -1.1 | 8 | 5 |
| CCOc1ccc(CN(Cc2ccco2)S(=O)(=O)c2ccc(-n3cnnn3)c(OC)c2)cc1 | -10 | -6 | . | 69 | 71 | 6 | 0 | -3.1 | 12 | 6 |
| COc1cccc(C(=O)CSc2nnnn2C)c1 | -8 | -2 | -1 | 84 | 94 | 5 | 5 | 0.5 | -1 | 7 |
| O=C(CCCn1c(SCC(=O)c2ccc(F)cc2)nc2ccccc2c1=O)NCc1ccccc1 | -2 | -37 | -1 | 95 | 90 | -13 | 12 | -3.4 | -17 | 4 |
| C/C(=N\NC(=O)c1nc2ccccn2c1C)c1ccc2c(c1)OCO2 | -4 | 1 | . | 104 | 102 | 4 | 4 | -2.0 | -1 | 11 |
| COc1ccc(O)c(/C=N/NC(=O)c2ccc(OCc3cccc(Br)c3)cc2)c1 | -18 | -38 | . | 6 | 5 | 0 | 0 | -2.2 | -59 | 1 |
| COc1ccc2[nH]c(C)c(CCN3C(=O)C4C5C=CC(C5)C4C3=O)c2c1 (centres undefined) | -4 | -36 | -1 | 93 | 99 | -12 | 3 | -2.6 | 70* | 8 |
| C/C=C/c1ccc(OC(C)=O)c(OC)c1 | -2 | -35 | . | 102 | 89 | -2 | 1 | -2.1 | . | 5 |
| Cc1ccc2c(c1)-c1c(cnn1CC(=O)Nc1ccccc1N1CCN(C)CC1)CO2 | -12 | -15 | 0 | 20 | 22 | 14 | 4 | -4.8 | -29 | 1 |
| CCN(CC)S(=O)(=O)c1ccc(C)c(NC(=S)Nc2cccc(S(=O)(=O)N3CCCCCC3)c2)c1 | 24 | -42 | -1 | 52 | 46 | 6 | 2 | -5.2 | -14 | 6 |
| Cc1c(C(=O)N/N=C/c2cccs2)nc2ccccn12 | -1 | -18 | -8 | 89 | 91 | 1 | -2 | 1.1 | 7 | 5 |
| Cc1cc(C(=O)Nc2sc(C)c(-c3ccc(F)cc3)c2C(N)=O)no1 | -1 | -40 | -2 | 92 | 95 | -8 | 1 | -1.2 | . | 6 |
| O=C(Nc1ccc2oc(Cc3ccc(Cl)cc3)nc2c1)c1cccnc1 | -4 | -11 | -1 | 56 | 59 | -9 | 0 | -3.5 | 2 | 2 |
| CN(C)/C=N/c1c(C(=O)NCc2ccccc2)nnn1Cc1ccccc1 | -6 | -20 | 1 | 102 | 101 | 2 | 1 | 1.7 | 1 | 17 |
| COC(=O)c1cccc(COC(=O)CNC(=O)c2ccco2)c1 | -8 | 4 | 1 | 86 | 99 | 1 | 0 | -0.3 | . | 9 |
| Cc1c(NC(=O)C2CCCN2S(=O)(=O)c2ccc(Cl)cc2)c(=O)n(-c2ccccc2)n1C (centres undefined) | -5 | -12 | 0 | 79 | 85 | -3 | -2 | -0.4 | 2 | 7 |
| COc1cnc(-c2ccccc2)nc1Oc1cccc(C)c1 | -13 | -27 | . | 72 | 67 | 13 | 0 | -1.4 | -33 | 15 |
| CCc1c(C(=O)NC2CCCCC2)[nH]c(C)c1C(C)=O | -6 | -15 | . | 89 | 93 | -15 | 7 | 0.3 | . | 20 |
| CCCC/C(=N\NC(=O)c1ccc(Br)o1)c1ccccc1 | -4 | -35 | -4 | 83 | 82 | -1 | 14 | -2.8 | 4 | 2 |
| COc1cc(C(=O)N(C)c2nnc(-c3cccnc3)s2)cc(OC)c1OC | -10 | 10 | 0 | 104 | 108 | -23 | 2 | -0.3 | 26 | 6 |
| Cc1cc(NCCCO)n2c(nc3ccccc32)c1C#N | -4 | -30 | -2 | 104 | 98 | -6 | 3 | -1.9 | -29 | 8 |
| CC(C)Cn1cc(C(=O)N2CCN(c3ccccn3)CC2)c2c3ccccc3n(C)c2c1=O | -11 | -17 | -4 | 51 | 59 | -14 | 1 | -2.0 | -45 | 3 |
| O=C(Nc1ccc(F)c(F)c1)c1cccnc1 | -8 | -8 | 0 | 101 | 88 | 0 | 1 | -3.5 | -1 | 22 |
| CS(=O)(=O)n1nc(-c2ccccc2)nc1NCc1ccco1 | . | -34 | . | 95 | 105 | -9 | 1 | -1.2 | 2 | 22 |
| Cc1cc(C)c(C)c(OC(=O)c2sc(Cl)nc2C)c1 | -5 | -16 | 0 | 1.7* | 2.3* | -36 | 4 | -5.2 | . | 9 |
| CCCCN(C)S(=O)(=O)c1ccc(C(=O)Nc2nnc(CSC)o2)cc1 | -3 | -30 | -3 | 23 | 22 | -2 | 0 | -4.5 | . | 7 |
| C/C=C/c1ccc(OCCOc2cccc3cccnc23)c(OC)c1 | -4 | -19 | -6 | 94 | 85 | -19 | 5 | 1.4 | . | 5 |
| COc1ccc(NC(=O)c2ccc(OC(=S)N(C)c3ccc(OC)cc3)cc2)cc1 | -3 | -18 | . | 61 | . | 0 | 4 | -1.5 | -35 | 29 |
| COc1ccc(NC(=O)CCCCCN2C(=O)CCC2=O)cc1Cl | -5 | 8 | 0 | 95 | 90 | -11 | -1 | -1.6 | 10 | 23 |
| O=C(c1ccc(Cl)c(S(=O)(=O)N2CCCC2)c1)N1CCN(c2ccccn2)CC1 | 2 | -48 | 0 | 86 | 86 | -6 | 2 | -0.8 | 15 | 20 |
| CNC(=O)C1=C(C)NC(=S)NC1c1cc2c(cc1OC)CCCC2 (centres undefined) | 0 | 5 | -10 | 99 | 104 | -4 | 1 | -1.9 | . | 5 |
| COc1cc(-c2nc(-c3ccccc3)c(-c3cccs3)[nH]2)cc(OC)c1OC | -6 | -52 | 0 | 60 | 43 | 12 | -3 | -2.3 | . | 3 |
| CC1CC(C)CN(S(=O)(=O)c2ccccc2[N+](=O)[O-])C1 (centres undefined) | 1 | -30 | -12 | 66 | 78 | 6 | 4 | -2.9 | . | 21 |
| Cc1occc(=O)c1O | 6 | -45 | . | 95 | 95 | 3 | 1 | -0.5 | . | 46 |
| Cn1cc(/C=C(\C#N)C(=O)Nc2ncc(Cc3ccc(Cl)cc3)s2)c2ccccc21 | -4 | -38 | -4 | 59 | 66 | 6 | 1 | -2.2 | . | 6 |
| Cc1ccc(Cc2cnc(N)s2)o1 | -2 | -41 | -1 | 84 | 85 | -3 | -1 | -1.7 | -19 | 25 |
| CC(C)(C)NC(=O)CSCc1c(Cl)cccc1Cl | 7 | -21 | -3 | 96 | 99 | -6 | 1 | 0.3 | . | 10 |
| O=C(NCC1CCCO1)C(c1cccs1)N(Cc1ccccc1)C(=O)c1ccc(-c2ccccc2)[nH]1 (centres undefined) | 2 | -35 | -9 | 67 | 59 | 2 | 3 | -3.3 | -16 | 11 |
| Cc1ccc(Nc2nc(C)c(CCC(C)C)c(=O)[nH]2)cc1 | -2 | -21 | 0 | 88 | 77 | 3 | 3 | -0.3 | -36 | 0 |
| COC(=O)CSc1nnc(CNC(=O)c2ccccc2OC)n1C | -1 | -22 | 4 | 98 | 94 | -5 | 1 | -1.1 | -8 | 4 |
| COc1ccc2nc(NC(=O)CN(c3ccc(C)cc3)S(=O)(=O)c3c(C)nn(C)c3C)sc2c1 | 8 | -7 | . | 61 | 60 | 2 | -9 | -4.8 | . | 18 |
